TPT1 inh: blocks Candida albicans tRNA 2'-phosphotransferase; recombinant caTPT1, FP RNA substrate dephosphorylation; 300,000 compounds, 0.81% hits; inhibition, % at 5 µM;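 active = inhibition above the mean of all tested compounds plus 3 SD, set per screening campaign, cut at about 24% in these data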;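 also: plate controls were DMSO alone for no effect and ferristatin control at 100 nM for full effect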
Bcl-xL primary: Bcl-xL (human) inhibition; AID 2129; GST-Bcl-xL / FITC-Bim BH3 peptide fluorescence polarization; 320,000 compounds, 0.7% hits; inhibition, % at 10.9 µM;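 active = inhibition above the mean of all tested compounds plus 3 SD, cutoff set per campaign, cut at about 30% in these data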;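 also: 0% = DMSO wells and 100% = unlabeled Bim-BH3 peptide competitor; inhibitors lower millipolarization by displacing the labeled peptide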
Fam108B counter: Fam108B inhibition, counter-screen for RBBP9 inhibitors; inhibition, % at 9.51 µM; recombinant Fam108B, FP-Rh probe fluorescence polarization; AID 1947; 300,000 compounds, 0.33% hits;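 active = inhibition above the screen mean inhibition plus 3 SD, computed separately per campaign, cut at about 18% in these data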;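 also: inhibitors lower polarization as less probe binds the enzyme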
GLD-1 TGE inh: GLD-1-TGE RNA interaction inhibition (C. elegans); Q17339; purified GLD-1 + fluorescein TGE RNA, fluorescence polarization; inhibition, % at 5.96 µM; 320,000 compounds, 0.44% hits; AID 2280;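 active = percent inhibition above a per-plate cutoff, the plate mean of test compounds plus 3 SD, cut at about 30% in these data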;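 also: 0% = DMSO wells with GLD-1 and probe and 100% = wells lacking GLD-1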
PME-1 primary: PME-1 (human) inhibition | inhibition, % at 5.9 µM | AID 2130 | 320,000 compounds, 0.53% hits | recombinant PME-1, FP-Rh probe fluorescence polarization;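 active = inhibition above the campaign mean of all compounds plus 3 SD, cut at about 26% in these data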;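 also: competitive labeling of PME-1 active site by serine hydrolase directed probe; 0% = PME-1 with DMSO and 100% = wells lacking PME-1 enzyme; inhibitors block probe labeling so polarization falls and inhibition rises; many of its hits are not listed in these tables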
Target sequence (Q9Y570 whole entry, looked up): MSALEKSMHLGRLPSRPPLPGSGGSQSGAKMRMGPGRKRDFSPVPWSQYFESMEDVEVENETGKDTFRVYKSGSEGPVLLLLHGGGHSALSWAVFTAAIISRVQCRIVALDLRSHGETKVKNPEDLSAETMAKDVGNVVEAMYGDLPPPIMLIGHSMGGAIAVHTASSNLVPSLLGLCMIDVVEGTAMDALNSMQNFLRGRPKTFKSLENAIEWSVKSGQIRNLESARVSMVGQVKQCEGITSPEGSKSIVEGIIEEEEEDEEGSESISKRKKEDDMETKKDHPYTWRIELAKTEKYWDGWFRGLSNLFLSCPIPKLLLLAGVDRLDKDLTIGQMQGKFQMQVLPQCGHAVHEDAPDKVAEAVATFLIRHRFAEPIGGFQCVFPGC
MEX-5 binding: C. elegans MEX-5 TCR-2 RNA binding activity | activity score (negative = inhibition of binding), % at 10 µM | Q9XUB2 | 300,000 compounds, 0.38% hits | AID 1832 | MEX-5/FITC-TCR2 RNA binding, fluorescence polarization; stronger effect = lower value;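 active = inhibition past about -25% in most replicates, and total fluorescence under double the plate's negative control median, limit read from the data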;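 also: 0% = DMSO and -100% = 5 µM competing unlabeled TCR2 RNA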
Target sequence (Q9XUB2 whole entry, looked up): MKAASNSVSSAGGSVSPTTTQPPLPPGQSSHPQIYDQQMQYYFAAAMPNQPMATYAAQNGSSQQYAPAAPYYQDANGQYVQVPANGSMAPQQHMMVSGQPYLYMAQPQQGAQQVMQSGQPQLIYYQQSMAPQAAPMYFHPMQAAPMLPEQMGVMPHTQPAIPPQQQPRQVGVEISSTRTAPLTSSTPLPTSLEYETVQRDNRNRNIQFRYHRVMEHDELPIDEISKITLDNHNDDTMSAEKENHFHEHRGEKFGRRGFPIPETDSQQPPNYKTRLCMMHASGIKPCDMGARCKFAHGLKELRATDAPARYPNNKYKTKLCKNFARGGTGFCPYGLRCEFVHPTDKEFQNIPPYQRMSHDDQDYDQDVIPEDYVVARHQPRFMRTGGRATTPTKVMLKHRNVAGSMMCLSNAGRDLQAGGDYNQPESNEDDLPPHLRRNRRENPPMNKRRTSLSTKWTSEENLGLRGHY
MCL1 BIM primary: disrupts human MCL1 binding to BIM-BH3 peptide | Q07820 | GST-MCL1 / FITC-Bim-BH3 fluorescence polarization | inhibition, % at 10.9 µM | 320,000 compounds, 0.68% hits | AID 2057;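 active = inhibition above the mean inhibition of all tested compounds plus 3 SD, set per campaign, cut at about 40% in these data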;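 also: 0% = DMSO wells and 100% = unlabeled Bim-BH3 peptide control; higher means more loss of mP so more displacement of Bim peptide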
PAD4 inh: inhibitors of human PAD4; Q9UM07; recombinant PAD4, RCA probe fluorescence polarization; inhibition, % at 6.36 µM; 330,000 compounds, 0.41% hits;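 active = percent inhibition above a cutoff equal to the mean of all tested compounds plus 3 SD, cut at about 15% in these data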;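 also: 0% = PAD4 with RCA probe and DMSO and 100% = probe without PAD4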
GSTO1 inh: counter-screen for RBBP9 inhibitors: inhibitors of human GSTO1; P78417; recombinant GSTO1, activity-based probe fluorescence polarization; inhibition, % at 5.96 µM; 300,000 compounds, 1.1% hits; AID 1974;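 active = inhibition above the campaign mean inhibition plus 3 SD, cut at about 35% in these data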;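 also: 0% = GSTO1-1 with DMSO and 100% = wells lacking GSTO1-1 enzyme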
* marks the source's active call; other numbers are inactive results; x = not tested or not shown. This is a subset, so the mix of outcomes need not match the whole.

SMILES | TPT1 inh | Bcl-xL primary | Fam108B counter | GLD-1 TGE inh | PME-1 primary | MEX-5 binding | MCL1 BIM primary | PAD4 inh | GSTO1 inh
COCCCNC(=O)/C=C/c1ccc(Cl)cc1 | -1 | -3 | -2 | 3 | -4 | 0.8 | -7 | -1 | 6
Cn1nnnc1SCCNCc1ccccc1OCc1ccc(Cl)cc1 | 5 | 3 | -8 | 1 | -4 | 1.5 | 4 | -7 | 3
CCOC(=O)CSc1ncnc2c1sc1nc(N3CCOCC3)c3c(c12)CCCC3 | 1 | 3 | -4 | 2 | 5 | 0.8 | -1 | 0 | 11
Cc1ccc(C(C)NC(=O)Cc2cccs2)cc1C (stereo not drawn) | 4 | 5 | 6 | 4 | 1 | 0.2 | 0 | 10 | 11
COc1cc(/C=C2\C(=O)ON=C2c2ccccc2)cc(Br)c1O | 43* | 3 | 0 | -8 | -4 | 44 | 8 | -10 | -16
Cc1ccc(C)c(NC(=O)COC(=O)CNC(=O)c2ccccc2Cl)c1 | 2 | -3 | 1 | 5 | 1 | 0.6 | -8 | 0 | 2
COC(=O)c1ccc(COc2ccc(-c3nn[nH]n3)cc2)cc1 | -2 | 5 | -4 | 1 | -6 | -3.7 | 0 | -1 | -4
CC1(C)Cc2ccccc2-c2nnc(-c3ccc(O)cc3)n21 | 0 | 9 | 5 | -4 | -2 | 0.4 | -1 | -5 | -3
COc1ccc(C(=O)NCCS(=O)(=O)NCc2ccccc2)cc1 | 0 | 2 | -1 | 2 | 6 | 0.7 | 2 | 0 | 0
CCOCCCNC(=O)Cc1ccc(OC)c(OC)c1 | 0 | 2 | 4 | -3 | -5 | 0.7 | 6 | 2 | 10
COC(=O)c1ccccc1NC(=O)CSc1n[nH]c(-c2ccncc2)n1 | -2 | 4 | 5 | 4 | 5 | 2.7 | 7 | -8 | -1
O=C1NCC(NC(=O)C(F)(F)F)c2cc3c(cc21)OCO3 (stereo not drawn) | -1 | 1 | 2 | 11 | -5 | -0.9 | -3 | -3 | -6
CCCc1[nH]nc2c1C(c1c(C)nn(-c3ccccc3)c1Cl)C(C#N)=C(N)O2 (stereo not drawn) | -1 | 5 | 5 | 0 | -2 | -1.9 | 5 | 1 | -19
C=CCN=c1scc(C)n1/N=C/c1ccc(O)c(O)c1 | -2 | 29 | 2 | 1 | -3 | -2.0 | 25 | -4 | 95*
CC(C)NC(=O)COC(=O)c1ccccc1C(=O)c1ccccc1 | -2 | 5 | -1 | 3 | 1 | -0.7 | 0 | -2 | -1
CC1Cc2ccccc2N1c1ncnc2c1nnn2Cc1ccccc1Cl (stereo not drawn) | 3 | 0 | -2 | 1 | -3 | 3.6 | -2 | 2 | 9
CN1/C(=C/C=C(C#N)C#N)C=Cc2ccccc21 | 6 | 2 | -53 | -83 | 8 | x | 1 | 1 | -3
Cc1nnc(SCC(=O)NCc2ccco2)n1-c1ccc(F)cc1 | 6 | -3 | 0 | -3 | 3 | -0.6 | -4 | 0 | 1
CCN1/C(=N\N)c2cccc3cccc1c23 | -3 | 52* | -20 | 22 | -51 | -0.9 | 33 | -79 | -80
O=C(OCc1c(Cl)cccc1Cl)c1cccnc1Cl | -5 | 0 | 6 | 4 | -6 | -1.1 | 1 | -4 | -2
Cc1cc(C)c2c(=O)cc(C(=O)NCc3ccccc3)oc2c1 | -3 | 10 | -5 | 1 | 0 | -0.6 | 11 | 0 | 2
O=C(COc1ccc(Cl)cc1)NC(=S)Nc1ccccc1N1CCOCC1 | -2 | 7 | -9 | 4 | -5 | 0.3 | 13 | -2 | 7
COc1ccc(NC(=O)C2CSC(C)(C)N2C=O)cc1 (stereo not drawn) | -2 | 4 | 1 | 1 | -2 | 1.1 | 11 | 2 | 5
CC(O)C(NS(=O)(=O)c1ccc(Cl)cc1)C(=O)OCC(=O)Nc1cccnc1Cl (stereo not drawn) | -6 | -1 | 16 | -1 | -4 | 1.0 | 4 | 2 | 6
Cn1c(=O)oc2cc(S(=O)(=O)N3CCC(C(=O)NCc4ccc(F)cc4)CC3)ccc21 | 2 | 3 | 0 | 1 | -2 | 0.2 | 12 | 1 | 8
C=CCNC(=S)NNC(=O)COc1ccc(Br)cc1 | -3 | -8 | 1 | 3 | 0 | -0.8 | -8 | -7 | 0
O=C(CCNS(=O)(=O)c1ccccc1Cl)N1CCN(c2ccccn2)CC1 | x | 3 | x | 4 | -5 | x | 3 | 0 | x
CCn1c(CSc2nnc(-c3ccncc3)n2CCOC)nc2cc(C(=O)O)ccc21 | -12 | 12 | 25* | 14 | 32* | -4.0 | 13 | 48* | 20
CC(=O)O/N=C(/c1nonc1N)N1CCN(c2ccc([N+](=O)[O-])cc2Cl)CC1 | 2 | 6 | -10 | 6 | 3 | 0.4 | 0 | -4 | -11
COc1ccc2oc(C(=O)OCC(=O)N3CCCC(C)C3)c(C)c2c1 (stereo not drawn) | 4 | 5 | 1 | 5 | 0 | -0.9 | 2 | -1 | -2
Cc1nnc(-c2ccccc2)c(=O)n1/N=C/c1c(O)ccc2ccccc12 | 159* | -60 | 6 | -126 | 8 | -9.3 | -102 | -8 | 39*
COc1ccc(/C=N/c2nc3ccccc3n2CCN2CCCCC2)cc1OC | 3 | 9 | 3 | 5 | -1 | 5.4 | 7 | 0 | 2
Cc1cc(OCC(=O)NCC(O)c2ccccc2)c2c(C)cc(=O)oc2c1 (stereo not drawn) | 1 | 3 | 1 | 0 | 14 | 0.9 | 12 | 5 | 4
CCOC(=O)CC(=O)NC(C)(C)CCCCC(C)(C)NC(=O)CC(=O)OCC | -3 | 1 | 0 | -5 | 1 | -1.0 | 1 | -5 | -2
Cc1n[nH]c(=O)nc1N/N=C/c1ccco1 | -1 | 4 | 0 | 4 | 0 | -4.6 | 3 | -3 | 2
C(=N\Nc1ncnc2ccccc12)/c1ccccc1 | -1 | 4 | 2 | 0 | 10 | -0.5 | 7 | 3 | 4
NS(=O)(=O)c1ccc(CCNC(=S)Nc2ccccc2)cc1 | -1 | -2 | 3 | -1 | -2 | -5.6 | 11 | 1 | -7
Cn1c2ccccc2c(=O)c2cc(C#Cc3ccsc3)ccc21 | 1 | 1 | -11 | 2 | -4 | -0.6 | 2 | -1 | -3
O=C(O)c1cccc(S(=O)(=O)N2CCC(n3nnc4cc(C(F)(F)F)ccc43)CC2)c1 | -1 | 1 | 3 | 4 | 2 | 2.2 | -2 | 0 | 2
CCOC(=O)C1=C(C)NC2=C(C(=O)CC(C)(C)C2)C1c1ccc(N(C)C)cc1 (stereo not drawn) | -1 | -2 | -5 | 3 | -3 | -0.2 | 3 | 2 | 6
CCOc1ccc(CCNC(=O)c2[nH]c(C)c(C(C)=O)c2CC)cc1OCC | -2 | -5 | 1 | -3 | -8 | 0.4 | 6 | -2 | 4
CCn1cc(C(=O)N[C@H](C(=O)NCCCOC)C(C)C)c(=O)c2cc3c(cc21)OCO3 | 1 | 1 | 3 | 6 | 3 | -0.8 | 1 | 0 | 5
Cc1nn(CCC#N)c2nc(-c3ccccc3)cc(C(F)(F)F)c12 | -4 | -14 | -5 | 1 | -3 | 2.9 | -18 | -9 | -11
Cc1ccc(CN2CC34C=CC(O3)C(C(=O)NCc3ccc5c(c3)OCO5)C4C2=O)cc1 (stereo not drawn) | 3 | 1 | -2 | -4 | 0 | 0.5 | 5 | -1 | 9
Cc1ccc(S(=O)(=O)NC2OC(=O)C(Cl)=C2Cl)cc1 (stereo not drawn) | -4 | 8 | 0 | 6 | 0 | 0.4 | 2 | 1 | 12

Some of the entries so far, with values under each structure.
Sequence of screens: TPT1 inh	Bcl-xL primary	Fam108B counter	GLD-1 TGE inh	PME-1 primary	MEX-5 binding	MCL1 BIM primary	PAD4 inh	GSTO1 inh
Cc1nn(CCC#N)c2nc(-c3ccccc3)cc(C(F)(F)F)c12
→ -4	-14	-5	1	-3	2.9	-18	-9	-11
Cc1ccc(CN2CC34C=CC(O3)C(C(=O)NCc3ccc5c(c3)OCO5)C4C2=O)cc1 (stereo not drawn)
→ 3	1	-2	-4	0	0.5	5	-1	9
Cc1ccc(S(=O)(=O)NC2OC(=O)C(Cl)=C2Cl)cc1 (stereo not drawn)
→ -4	8	0	6	0	0.4	2	1	12

Arranged by formula weight (low to high): some entries from above
SMILES | TPT1 inh | Bcl-xL primary | Fam108B counter | GLD-1 TGE inh | PME-1 primary | MEX-5 binding | MCL1 BIM primary | PAD4 inh | GSTO1 inh
C(=N\Nc1ncnc2ccccc12)/c1ccccc1 | -1 | 4 | 2 | 0 | 10 | -0.5 | 7 | 3 | 4
CCOC(=O)C1=C(C)NC2=C(C(=O)CC(C)(C)C2)C1c1ccc(N(C)C)cc1 (stereo not drawn) | -1 | -2 | -5 | 3 | -3 | -0.2 | 3 | 2 | 6
CCn1cc(C(=O)N[C@H](C(=O)NCCCOC)C(C)C)c(=O)c2cc3c(cc21)OCO3 | 1 | 1 | 3 | 6 | 3 | -0.8 | 1 | 0 | 5

Remaining list, next part.
SMILES | TPT1 inh | Bcl-xL primary | Fam108B counter | GLD-1 TGE inh | PME-1 primary | MEX-5 binding | MCL1 BIM primary | PAD4 inh | GSTO1 inh
COc1ccc(C(=O)NNC(=O)CSc2nnc(-c3ccc(O)cc3)n2C)cc1 | -2 | 5 | -4 | 2 | -6 | -4.0 | 5 | -2 | 8
Cc1cc(NC(=O)CSc2ncn(-c3ccccc3)n2)no1 | 6 | -2 | 4 | -1 | 2 | 0.0 | 0 | -3 | -3
Cc1ccc(NC2=C(Cl)C(=O)OC2OC(=O)c2ccco2)c(C)c1 (stereo not drawn) | 3 | -6 | -1 | 5 | -5 | 0.1 | -6 | 3 | 12
CSc1nc2n(n1)C(c1ccccn1)C1=C(CC(C)(C)CC1=O)N2 (stereo not drawn) | -1 | 5 | 4 | 5 | -4 | 1.1 | 7 | -4 | 9
Cc1cc2ccccc2cc(C)c1=O | -4 | -3 | -2 | 0 | -1 | -0.7 | -3 | -11 | 6
COc1ccc(C(=O)NCC2CCCO2)cc1 (stereo not drawn) | -2 | 5 | 2 | 5 | -7 | 2.2 | 11 | 5 | 11
O=C(CSc1nc2ccccc2c(=O)n1Cc1ccccc1)Nc1ccc(Br)cc1C(=O)O | 0 | -2 | -13 | 7 | -11 | -1.3 | -3 | -1 | -36
O=C(NCc1ccc2c(c1)OCO2)c1cc(-c2ccc(Cl)cc2Cl)on1 | 2 | -1 | -1 | 8 | -5 | 0.1 | -10 | 1 | -1
CCCS(=O)(=O)c1c(S(=O)(=O)CCC)c2c(C)cccn2c1C(N)=O | 2 | -1 | 0 | -6 | 1 | 4.1 | 0 | -2 | 0
Cc1cc(=O)oc2cc(OCC(=O)N3CCN(c4ccccc4)CC3)c(Cl)cc12 | -3 | 3 | 4 | 4 | 0 | -1.5 | -3 | 2 | -4
